TRPC4 potent – allosterically enhances the mouse TRPC4 cation channel. Q9QUQ5. B-score at 10 µM. 310,000 tested, 0.42% active. HEK293 TRPC4beta/mu-opioid, DAMGO EC20, Fluo-4 Ca2+ flux; hits give high values. AID 2227;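 active means B-score of calcium response area above 5 SD of library B-scores, with initial fluorescence ratio within 5 SD of library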;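 further: B-score of integrated fluorescence ratio over time as area under calcium response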
TRPC4 inh – inhibitors of mouse TRPC4 channel; Q9QUQ5; B-score at 10 µM; 300,000 tested, 0.39% active; HEK293 TRPC4beta/mu-opioid, DAMGO-evoked Fluo4 calcium flux; hits give low values;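 active means B-score over 3 SD under the library average, no early fluorescence shift, positive overall ratio signal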
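Assay system: HEK293 cells with stable TRPC4beta plus mu-opioid receptor expression. Dosing: single dose. Measured by: Fluo4 Ca2+ flux fluorescence. Also added: DAMGO in two steps, submaximal then maximal. Read-out: B score from integrated Fluo4 fluorescence ratio.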
TRPC4 agonist – opens the mouse TRPC4 cation channel. B-score at 10 µM. 310,000 tested, 0.49% active. HEK293 TRPC4beta/mu-opioid, Fluo4 calcium fluorescence; hits give high values;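 active means B-score above 5 SD of library B-scores, and initial fluorescence ratio not above library mean plus 5 SD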;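 further: positive B-score marks a calcium rise read as TRPC4 activation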
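Test system: HEK293 cells stably co-expressing mouse TRPC4beta and mu-opioid receptor | Schedule: Fluo4 dye loading 45 min at room temperature, 110 s recording | Measured by: Kinetic Fluo4 calcium fluorescence, 5 s baseline at 1 Hz | Evaluation: B score of integrated ratio | Controls: Buffer (low) and maximal DAMGO (high)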
KCNK3 inh – human KCNK3 channel inhibition, primary screen | O14649 | CHO-KCNK3 thallium flux, FluxOR fluorescence; hits give low values | B-score at 10 µM | 340,000 tested, 0.84% active | AID 602410;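 active means B-score under library mean minus 4 SD, starting fluorescence ratio at most library mean plus 5 SD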;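 further: more negative B-score means stronger inhibition of thallium flux through KCNK3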
Target sequence (O14649 whole entry, looked up): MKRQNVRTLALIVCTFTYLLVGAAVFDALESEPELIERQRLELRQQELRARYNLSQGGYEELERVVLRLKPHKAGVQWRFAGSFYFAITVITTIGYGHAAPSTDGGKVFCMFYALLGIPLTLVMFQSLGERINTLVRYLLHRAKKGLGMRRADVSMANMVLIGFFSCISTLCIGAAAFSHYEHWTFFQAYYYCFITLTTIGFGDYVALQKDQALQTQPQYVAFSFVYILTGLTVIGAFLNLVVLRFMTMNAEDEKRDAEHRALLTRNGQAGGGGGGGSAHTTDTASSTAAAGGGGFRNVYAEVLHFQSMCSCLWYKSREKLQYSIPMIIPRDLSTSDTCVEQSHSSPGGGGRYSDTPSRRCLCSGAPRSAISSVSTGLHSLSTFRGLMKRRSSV
Platelet DG rel – platelet dense granule release activity; human platelet-rich plasma, SFLLRN dense granule ATP release, luminescence; inhibition, %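 (compounds screened at 7.5 µM in platelet-rich plasma)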; 300,000 tested, 0.22% active; AID 1663;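 active means mean replicate score, as percent of positive control, at or above 50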
PolyA inhibitor – blocks polyadenylation in yeast reporter cells; S. cerevisiae SKY197-pL101 polyadenylation reporter, beta-gal luminescence; efflux-impaired pdr1/pdr3 knockout yeast; score 100 = 6 SD above DMSO; calls only at 12 µM; 300,000 tested, 0.02% active;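 active means lowest replicate activity score at least 50, where 100 means six control SD above control mean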;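 further: yeast exposed to compound for 9 h at 30 °C; higher score means more reporter readthrough which indicates perturbed polyadenylation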
KCNQ1 act – potentiators or activators of human KCNQ1 potassium channel | B-score at 10 µM | 310,000 tested, 0.35% active | CHO-K1 KCNQ1, thallium flux FluxOR fluorescence; hits give high values | P51787;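 active means fluorescence ratio B-score, a plate-corrected score, at least three library SD, with initial intensity B-score within 5 SD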
Target sequence (P51787 whole entry, looked up): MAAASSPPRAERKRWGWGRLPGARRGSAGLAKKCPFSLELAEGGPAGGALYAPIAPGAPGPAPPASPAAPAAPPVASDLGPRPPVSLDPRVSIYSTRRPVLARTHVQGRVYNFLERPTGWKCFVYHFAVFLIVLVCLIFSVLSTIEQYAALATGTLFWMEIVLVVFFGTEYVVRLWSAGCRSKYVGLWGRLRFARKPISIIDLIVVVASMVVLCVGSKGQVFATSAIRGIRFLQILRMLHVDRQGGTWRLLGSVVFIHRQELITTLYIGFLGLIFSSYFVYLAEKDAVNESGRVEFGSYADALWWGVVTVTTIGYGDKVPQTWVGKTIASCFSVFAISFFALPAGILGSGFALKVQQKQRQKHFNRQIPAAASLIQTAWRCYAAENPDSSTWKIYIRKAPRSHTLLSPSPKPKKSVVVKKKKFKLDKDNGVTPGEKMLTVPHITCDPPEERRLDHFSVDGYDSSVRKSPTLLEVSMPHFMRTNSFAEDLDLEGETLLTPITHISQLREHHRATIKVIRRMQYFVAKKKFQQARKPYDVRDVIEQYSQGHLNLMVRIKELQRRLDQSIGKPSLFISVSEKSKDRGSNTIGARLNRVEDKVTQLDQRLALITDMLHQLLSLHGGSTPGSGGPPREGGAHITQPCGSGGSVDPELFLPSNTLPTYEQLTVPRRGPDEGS
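Assay system: CHO-K1 cells stably expressing KCNQ1. Medium: assay buffer for compound exposure, DMSO matched across wells. Timing: 37 °C overnight plating, 90-min dark dye load, 20-min compound pretreatment. Signal: kinetic FluxOR fluorescence, 10 s baseline plus 110 s post-stimulus.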
hERG protect – hERG (human) protection from proarrhythmic block; 310,000 tested, 0.51% active; activation (rescue from dofetilide block), less the hit threshold, % at 10 µM; CHO-hERG, FluxOR thallium flux, dofetilide IC70 present;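 active means activation above the mean of controls blocked by dofetilide plus 5 SD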;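 further: thallium influx through hERG after potassium depolarization seen as dye fluorescence rise; in these data hits start at about 4.7%; inactives centre near -7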
KCNK9 inh – human KCNK9 channel inhibition. Q9NPC2. 310,000 tested, 1.2% active. B-score at 10 µM. HEK293 KCNK9, FluxOR thallium flux fluorescence; hits give low values;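 active means ratio B-score over 3 SD below the library mean, with starting fluorescence within 5 SD of its mean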;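 further: negative B-score means less thallium flux so channel inhibition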
DYRK1A inh – blocks rat Dyrk1A kinase activity | Q63470 | ADP-Glo luminescence, NFATc1 peptide | inhibition, % at 12.5 µM | 310,000 tested, 0.43% active | AID 504441; in the data active means inhibition above about 50%;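 further: plate controls were vehicle with enzyme for no effect and no enzyme for full effect; many of its hits are not listed in these tables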
KCNQ1 block – blocks the human KCNQ1 potassium channel | P51787 | CHO-K1 KCNQ1, FluxOR thallium flux fluorescence; hits give high values | B-score at 10 µM | 310,000 tested, 1.3% active | AID 2642;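 active means compounds whose thallium flux B-score, printed positive for inhibition, exceeds three library SD while starting fluorescence stays within three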;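 further: channel opened by potassium depolarization with thallium stimulus after 20 min compound exposure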
* hit, by the source's call; i = inactive; / = no result given. Not all compounds are listed; rates above refer to the full screens.

SMILES	TRPC4 potent	TRPC4 inh	TRPC4 agonist	KCNK3 inh	Platelet DG rel	PolyA inhibitor	KCNQ1 act	hERG protect	KCNK9 inh	DYRK1A inh	KCNQ1 block
CCc1[nH]nc(C(=O)N2CCCC(CNS(=O)(=O)c3cccs3)C2)c1C (configuration not stated)	i	i	i	i	-2	i	i	-5	i	3	i
O=C(/C(=N\Nc1ccc([N+](=O)[O-])cc1)Sc1nnnn1-c1ccccc1)c1ccccc1	i	i	i	i	1	i	i	-5	i	2	i
CCN(CC)C(=O)CSc1nnc(-c2ccco2)n1N	i	i	i	i	0	i	i	-6	i	-2	i
Cc1cc(C(N)=O)c2ccccc2n1	i	i	i	i	10	i	i	-7	i	22	i
CCC1=Nc2cc(C(=O)NCCCN3CCN(C)CC3)ccc2Sc2ccccc21	i	i	i	i	9	i	i	-9	i	5	i
COc1cc2c3nnc(-c4ccc(F)cc4)c-3cn(Cc3ccccc3)c2cc1OC	i	i	i	i	29	i	i	-11	i	3	i
Cc1cccc(OCCCCCN2CCOCC2)c1	i	i	i	i	0	i	i	-1	i	12	i
COc1ccc(CNC(=O)COC(=O)c2n[nH]c3ccccc23)cc1	i	i	i	i	-22	i	i	-2	i	-5	i
O=C(C1=C[C@H](c2ccc(C(F)(F)F)cc2)C[C@H](OCCCCO)O1)N1CCOCC1	i	i	133*	i	18	i	i	-7	i	1	i
Fc1ccc(N2Cc3ccsc3C=N2)cc1	i	i	i	i	5	i	i	-7	i	-2	i
COc1ccc(C(=O)NNC(=O)Cc2ccc([N+](=O)[O-])cc2)cc1	i	i	i	i	-13	i	i	-4	i	-2	i
CCN(C(=O)c1ccc(N2CC3CC(C2)c2cccc(=O)n2C3)c(NC(=O)c2ccncc2)c1)c1cccc(C)c1 (configuration not stated)	i	i	i	i	-8	i	i	-6	i	-1	i
O=C(O)CSCC(=O)Nc1ccccc1	i	i	i	i	-4	i	i	-6	i	5	i
Cc1ccc(NC(=O)C2CC(=O)N(C(C)C)C2)cc1Cl (configuration not stated)	i	i	i	i	-1	i	i	-2	i	/	i
O=C(C[n+]1cc(-c2ccc(Cl)cc2)n2c1CCC2)Nc1nc(-c2ccc(F)cc2)cs1	i	i	i	i	-3	i	i	-19	i	7	i
COc1ccc(/C=N/NC(=O)C2C3CCCCC32)cc1OC (configuration not stated)	i	i	i	i	17	/	i	-7	i	0	i
CC(C)NC(=O)c1nn(C)c2ccccc12	i	i	i	i	-1	i	i	-1	i	-4	i
COc1ccc(CCNC(=O)C(=O)c2c(C)[nH]c3ccccc23)cc1	i	i	i	i	1	i	i	-6	i	0	i
CCOC(=O)c1ccc(NC(=O)Cn2nnc(-c3ccccc3C)n2)cc1	i	i	i	i	-4	i	i	-10	i	10	i
O=S(=O)(CCN1CCN(c2ccccn2)CC1)c1ccc(F)cc1	i	i	i	i	-13	i	i	0	i	/	i
COc1cccc(-c2cc(C(F)(F)F)nc(NCc3ccco3)n2)c1	i	i	i	i	-1	i	i	-13	i	-5	i
Cc1nnc(SCC(=O)N(C)CC(=O)Nc2ccccc2Cl)s1	i	i	i	i	-11	i	i	-7	i	4	i
CC1(C)Cc2nc3scc(NC(=O)c4ccccc4)c3cc2CO1	i	i	i	i	-5	i	i	-8	i	/	i
COc1cc(OC)cc(C(=O)NNC(=O)C(=O)Nc2cc(OC)c(Cl)cc2OC)c1	i	i	i	i	11	i	32*	51*	i	3	i
Cc1ccc(C)c2[nH]c(=O)c(CN(Cc3nnnn3C3CCCCC3)CC3CCCO3)cc12 (configuration not stated)	i	-6*	i	i	-5	i	i	-7	i	-8	i
C=CCOc1ccc(CN(C)CC(=O)N(CC(C)C)c2c(N)n(CC(C)C)c(=O)[nH]c2=O)cc1	i	i	i	i	5	i	i	-3	i	5	i
O=C(O)c1cc(-c2cccnc2)nc2ccc(Br)cc12	i	i	i	i	-7	i	i	-12	i	6	i
Nc1nonc1-n1nnc(C(=O)N/N=C/c2ccc(OCc3ccccc3)cc2)c1CNc1ccccc1	i	i	i	i	3	i	i	-11	i	-5	i
Cc1ccc(C(=O)Nc2nc3c(s2)CCCC3)o1	i	i	i	i	26	i	i	-7	i	9	i
Cn1ncc(N=Cc2c(O)ccc3ccccc23)c1C(=O)N1CCOCC1	i	i	i	i	-4	i	i	-4	i	-6	i
O=C(NNC(=O)C12CC3CC(CC(C3)C1)C2)c1ccco1	i	i	i	i	3	i	i	-7	i	0	i
Cc1c(C(=O)N2CCOCC2)[nH]c2c1C(=O)CC(c1ccc(Cl)cc1)C2 (configuration not stated)	i	i	i	i	-3	/	i	-5	i	5	i
O=[N+]([O-])c1ccc(N2CCN(CCOc3nonc3-c3ccccc3)CC2)c(Cl)c1	17*	i	i	i	-11	i	i	-10	i	-3	i
Cc1ccc2c(Cl)cc(Cl)c(OCC(=O)OCC(=O)Nc3ccc(C#N)cc3)c2n1	i	i	i	i	-17	i	i	1	i	-3	i
CCCCc1ccc(NC(=O)Nc2cnccn2)cc1	i	i	i	i	6	i	i	-2	i	0	i
COc1ccc(C(=O)N/C(=C\c2ccc3c(c2)OCO3)C(=O)NCCc2nc3ccccc3[nH]2)cc1	i	i	i	i	20	i	i	-16	i	-5	i
O=C(Nc1ccc2nc3n(c(=O)c2c1)CCCCC3)c1ccccn1	i	i	i	i	4	i	i	-8	i	2	i
CC1Sc2ccc(S(=O)(=O)CCC(=O)N(C)Cc3ccccc3)cc2NC1=O (configuration not stated)	i	i	i	i	6	i	i	-10	i	2	i
COc1ccc(NC(=O)NCCC2=CCCCC2)cc1	i	i	i	i	2	i	i	-2	i	-2	i
CC(C)=NNC(=O)C1=NNC(=O)C1	i	i	i	i	-12	i	i	-1	i	/	i
Cc1ccccc1OCC(=O)O/N=C(\N)c1ccncc1	i	i	i	i	8	i	i	-4	i	-3	i
COc1ccc(C(=O)c2c3ccccc3[n+]([O-])n2CCCN)cc1	i	i	i	i	7	i	i	-7	i	4	i
CCCCCCc1cc2cc(S(=O)(=O)c3ccc(C)cc3)c(=O)oc2cc1O	i	i	i	i	-8	i	i	-5	i	6	i
CCC(Sc1nc2ncccc2[nH]1)C(=O)NC1CCC(C)CC1 (configuration not stated)	i	i	i	i	2	i	i	-10	i	3	i
Cc1ccc2nc(-c3cccc(N)c3)oc2c1	i	i	i	i	23	i	i	-9	i	9	i
O=C(Cc1cn2ccsc2n1)NCCc1ccc(F)cc1	i	i	i	i	0	i	i	-7	i	0	i
CCOCCCN1CN(Cc2ccccc2)CNC1=S	i	i	i	i	-3	i	i	-1	i	-5	i
O=[N+]([O-])c1ccc2[nH]c(O)c(N=NC(=S)Nc3cccnc3)c2c1	i	i	i	i	-8	i	i	-10	i	15	i

With a hit mark in KCNQ1 act, of those listed so far:
molecule | TRPC4 potent | TRPC4 inh | TRPC4 agonist | KCNK3 inh | Platelet DG rel | PolyA inhibitor | KCNQ1 act | KCNK9 inh | DYRK1A inh | KCNQ1 block
COc1cc(OC)cc(C(=O)NNC(=O)C(=O)Nc2cc(OC)c(Cl)cc2OC)c1 | i | i | i | i | 11 | i | 32* | i | 3 | i

Remaining list, next part
SMILES	TRPC4 potent	TRPC4 inh	TRPC4 agonist	KCNK3 inh	Platelet DG rel	PolyA inhibitor	KCNQ1 act	hERG protect	KCNK9 inh	DYRK1A inh	KCNQ1 block
CCc1ccc(OCC(=O)NCCN(C)C)c(Br)c1	i	i	i	i	-12	i	i	-4	i	13	i
CCOC(=O)c1ccc(NC(=O)CSc2nnc(-c3cccs3)n2C)cc1	i	i	i	i	-3	i	i	1	i	-4	i
NC1=NC[C@H](Cc2ccc(O)cc2)N1CCc1cc(C(F)(F)F)cc(C(F)(F)F)c1	i	i	i	i	1	i	i	-12	i	5	i
COCCNC(=O)C(=O)N/N=C/c1ccccc1C(F)(F)F	i	i	i	i	1	i	i	-8	i	-5	i
CCCCn1c(O)c(/C=C2\C=Nc3ccccc32)c(=O)[nH]c1=O	i	i	i	i	1	i	i	-5	i	2	i
O=C(Nc1ccccc1O)c1cc(S(=O)(=O)N2CCOCC2)c(Cl)cc1Cl	i	i	i	i	-4	i	i	-14	i	10	i
CCOc1ccc(C(C)=O)cc1COC(=O)C1=COCCO1	i	i	i	i	-39	i	i	-1	i	7	i
CCOc1ccccc1-c1cc(C(=O)N/N=C/c2cccnc2)c2ccccc2n1	i	i	i	i	-7	i	i	-6	i	4	i
O=C(N/N=C/C=C\c1ccc([N+](=O)[O-])cc1)c1cccnc1	i	i	i	i	-2	i	i	-1	i	/	i
Cc1ccc(-n2nnnc2-c2ccco2)cc1	i	i	i	i	-3	i	i	-5	i	-7	i
O=C(Nc1cccnc1Cl)c1noc2c1CCc1ccccc1-2	i	i	i	i	7	i	i	-14	i	/	i
Cc1ccc(S(=O)(=O)N(C)C)cc1NC(=O)C(C)OC(=O)c1ccc2c(c1)OCCO2 (configuration not stated)	i	i	i	i	-4	i	i	-12	i	-2	i
Cc1cc(C)c2c(n1)SCC(=O)N2CC(=O)Nc1ccc(C)c(C)c1	i	i	i	i	-4	i	i	-6	i	7	i
COc1ccc(C(=O)N/N=C/c2ccc(OC)c(CN3CCCc4ccccc43)c2)cc1	i	i	i	i	-4	i	i	-9	i	9	i
O=C(Cn1cnc2ccccc21)Nc1cccc([N+](=O)[O-])c1	i	i	i	i	4	i	i	-10	i	1	i
COCCCNC(=O)C(Cc1ccccc1)NS(=O)(=O)c1ccc2c(c1)c(=O)n(C)c(=O)n2C (configuration not stated)	i	i	i	i	2	i	i	-6	i	6	i
CC(C)=CCCC(C)CN(C)CCc1ccccn1 (configuration not stated)	i	i	i	i	13	/	i	-11	i	-3	i
[O-][n+]1c2ccc3nonc3c2nn1-c1ccccc1Cl	i	i	i	i	-1	i	i	-8	i	/	i
COc1cc(-c2cc(C(=O)Nc3c(Cl)cc(Cl)cc3Cl)c3ccccc3n2)cc(OC)c1OC	i	i	i	i	0	i	i	-13	i	-9	7*
COc1ccc(CCNC(=O)CSc2nnc(CNC(=O)c3c(F)cccc3Cl)o2)cc1OC	i	i	i	i	-1	i	i	-12	i	4	i
O=C(NCCc1ccccc1)C1CCN(S(=O)(=O)N2CCCCC2)CC1	i	i	i	i	-6	i	i	-4	i	2	i

Compound activity from PubChem BioAssay.
